# Compound activity from PubChem.
# APEX1 inh – APE1 (human) endonuclease inhibition; 350,000 tested, 0.35% active; Potency, µM (titrated, usually from 65.8 µM), for inactives: at the highest dose activity change, negative = inhibition, most hits filed as inhibitors; recombinant APE1, TAMRA/BHQ-2 abasic DNA cleavage fluorescence; AID 2517;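 also: plate controls were vehicle for no effect and reference inhibitor for full effect; nearly all actives have a fitted effect of over 55% in size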
#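 APE1 at 0.75 nM preincubated 15 min at room temperature with compound. Reaction then started with 50 nM double-stranded THF-abasic substrate labelled with TAMRA/BHQ-2, and 525/598 nm fluorescence read kinetically. Activity taken as third-minus-first read difference, normalized to DMSO and NSC13755 controls.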
# Anesthetic bind – candidate novel general anesthetic via apoferritin binding | Potency, µM (top dose mostly 77.5 µM), for the others: top-dose activity change, negative = displacement, actives largely listed as inhibitors | 350,000 tested, 0.074% active | apoferritin/1-aminoanthracene competitive binding, fluorescence; also: % is scaled to controls: 0 for no effect and ±100 for the full control effect; nearly all actives have a fitted effect of over 20% in size
# Target sequence (P02791 2-175 limits assumed): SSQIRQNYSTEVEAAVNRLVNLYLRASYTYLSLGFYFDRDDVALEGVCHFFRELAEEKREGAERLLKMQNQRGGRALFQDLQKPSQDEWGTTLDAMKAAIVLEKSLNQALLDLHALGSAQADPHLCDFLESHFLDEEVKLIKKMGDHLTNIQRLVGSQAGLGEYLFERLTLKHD
#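 Apoferritin-based anesthetic binding model; compound displacement of fluorescent 1-AMA measured as endpoint fluorescence after 10 minutes at room temperature, scaled to free-ligand and complex controls.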
# POLH inh – blocks human DNA polymerase eta activity | recombinant Pol eta, fluorescent DNA replication assay | Potency, µM (series often up to 114 µM), without a hit: at the top dose activity change, negative = inhibition, usual class: inhibitors | 390,000 tested, 1.2% active | AID 588591; also: % is scaled to controls: 0 for no effect and ±100 for the full control effect
#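 Pol eta at 10 nM preincubated with compounds 15 min at room temperature; reaction started with fluorescent substrate (50 nM final) and read kinetically at 0 and 10 min.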
# POLB inh – inhibitors of human DNA polymerase beta. P06746. Pol beta primer extension/strand displacement, fluorescence kinetic. Potency, µM (top dose mostly 114 µM), for inactives: top-dose activity change, negative = inhibition, usual class: inhibitors. 340,000 tested, 1.3% active; also: % is scaled to controls: 0 for no effect and ±100 for the full control effect
#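 Human Pol beta at 10 nM; strand-displacement substrate 50 nM final. Compound exposure 15 min at room temperature before start, reaction 10 min at room temperature.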
# Pol kappa inh – inhibitors of human DNA polymerase kappa; AID 588579; Q9UBT6; Potency, µM (series often up to 107 µM), inactives show at the top dose activity, negative = inhibition, most hits filed as inhibitors; purified Pol kappa, fluorescent DNA synthesis assay, 10 min; 400,000 tested, 0.53% active; also: % is scaled to controls: 0 for no effect and ±100 for the full control effect
#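 50 nM final substrate added after 15 min RT preincubation of 10 nM Pol kappa with compound; fluorescence read at 0 and 10 min.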
# POLI inh – DNA polymerase iota (human) inhibition; 390,000 tested, 1% active; Potency, µM (doses to about 115 µM), for inactives: top-dose activity, negative = inhibition, actives largely listed as inhibitors; AID 588590; Q9UNA4; Pol iota fluorescent replication assay, 10 min
# Target sequence (Q9UNA4 whole entry, looked up): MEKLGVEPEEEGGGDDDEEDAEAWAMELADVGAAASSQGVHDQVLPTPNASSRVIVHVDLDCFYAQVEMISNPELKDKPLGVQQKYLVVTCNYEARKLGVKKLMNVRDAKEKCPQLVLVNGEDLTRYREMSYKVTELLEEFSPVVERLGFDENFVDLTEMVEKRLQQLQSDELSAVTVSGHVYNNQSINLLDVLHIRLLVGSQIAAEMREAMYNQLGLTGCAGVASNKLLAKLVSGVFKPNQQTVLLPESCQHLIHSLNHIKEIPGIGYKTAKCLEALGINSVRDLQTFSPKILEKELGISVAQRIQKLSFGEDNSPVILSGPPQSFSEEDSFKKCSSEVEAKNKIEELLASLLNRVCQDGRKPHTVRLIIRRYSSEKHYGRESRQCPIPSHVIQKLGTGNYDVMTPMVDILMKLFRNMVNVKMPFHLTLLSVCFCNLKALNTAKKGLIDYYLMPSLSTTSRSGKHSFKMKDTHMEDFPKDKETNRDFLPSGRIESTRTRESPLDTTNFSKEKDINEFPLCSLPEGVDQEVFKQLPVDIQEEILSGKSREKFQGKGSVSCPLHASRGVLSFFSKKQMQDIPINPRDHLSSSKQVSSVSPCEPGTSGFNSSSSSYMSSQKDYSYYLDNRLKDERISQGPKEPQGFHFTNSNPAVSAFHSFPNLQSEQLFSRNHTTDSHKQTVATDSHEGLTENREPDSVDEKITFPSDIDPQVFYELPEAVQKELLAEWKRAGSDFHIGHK
#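 Pol iota at 10 nM preincubated 15 min with compounds at room temperature; reaction started with fluorescent substrate, 50 nM final. Fluorescence read kinetically at 0 and 10 min; buffer-only wells as negative control.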
# BLM inh – blocks DNA unwinding by human BLM helicase | recombinant BLM DNA unwinding, fluorescence dequenching | Potency, µM (doses to about 56.1 µM), inactives show at the highest dose activity change, negative = inhibition, usual class: inhibitors | 350,000 tested, 0.2% active | AID 2528;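 also: plate controls were vehicle for no effect and no enzyme for full effect; nearly all actives have a fitted effect of over 35% in size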
# G9a block – inhibitors of human histone lysine methyltransferase G9a; G9a H3K9 monomethylation, AlphaScreen, 2 h; Potency, µM (titrated, usually from 102 µM), for the others: at the highest dose activity, negative = inhibition, actives largely listed as inhibitors; 350,000 tested, 8.8% active; also: % is scaled to controls: 0 for no effect and ±100 for the full control effect; nearly all actives have a fitted effect of over 75% in size
#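 Using a bead-based AlphaScreen, monomethylated H3K9 product from 2 h room-temperature reactions (G9a 20 nM, peptide 500 nM, SAM 20 uM) was detected with 0.5 ug/mL rabbit anti-H3K9me1 antibody.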
# BAZ2B block – blocks human BAZ2B | Q9UIF8 | AlphaScreen BAZ2B-H3K14Ac peptide displacement | Potency, µM (highest dose often 114 µM), inactives show top-dose activity change, negative = inhibition, usual class: inhibitors | 360,000 tested, 4.4% active | AID 504333; also: % is scaled to controls: 0 for no effect and ±100 for the full control effect; nearly all actives have a fitted effect of over 60% in size
#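 Multi-concentration screen (max 110 uM) measuring displacement of acetylated histone H3 peptide from BAZ2B by AlphaScreen, using 50 nM protein, 50 nM peptide and 10 ug/mL streptavidin donor plus Ni-chelate acceptor beads.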
# * marks the source's active call; other numbers are inactive results; ? = inconclusive; · = not tested or not shown; [ ] = remark or other dose. Calls follow the shape of the dose curve; as a rule, active = well fitted curve in the direction sought with a large enough effect; inconclusive = small, poorly fitted or top-dose-only effect, or another doubt; inactive = no such curve, though single readings can be large; an effect the other way counts as inactive or inconclusive. Potency is read from the fitted curve at half-maximal effect. An excerpt (hit frequency here may not be typical).
SMILES,APEX1 inh,Anesthetic bind,POLH inh,POLB inh,Pol kappa inh,POLI inh,BLM inh,G9a block,BAZ2B block
COc1ccc(S(=O)(=O)Nc2cc3c(C(C)=O)c(C)oc3c3ccccc23)cc1,-6%,-18%,-5%,-15%,0%,17%,-6%,-2%[12.7 µM],?
COc1cc2nc(SCc3ccc(F)cc3)n(Cc3cccs3)c(=N)c2cc1OC,-4%,-17%,-14%,20%,-5%,8%,-9%,21%[12.7 µM],?
COc1ccc(-c2cc(C(F)(F)F)n3nc(C(=O)Nc4ccccc4SC)cc3n2)cc1OC,·,-19%,-2%,21%,2%,47%[activator],1%,11%[59 µM],16%
COc1ccc(C(=S)NCS(=O)(=O)c2ccc(C)cc2)cc1,1%,?,-9%,17%,-23%,-9%,0%,8.9µM*,?
CCCNC(=S)NCc1ccc(Cl)cc1,-8%,-3%,-13%,22%,-15%,10%,1%,12%[2.33 µM],?
O=C(CCc1nc2sc3c(c2c(=O)[nH]1)CCCC3)NCCc1ccc(F)cc1,4%,0%,?,22µM*,-17%,?,-9%,·,-24%
Cc1cc(C)nc(N2CCCC(C(=O)NCc3ccccc3)C2)n1 (stereo not drawn),5%,37%[activator],0%,7%,0%,-7%,4%,-41%[59 µM],-3%
CCN1CCN(C(=O)c2cc3cc(Cl)ccc3[nH]2)CC1,-24%,5%,-6%,6%,-27%,-5%,2%,?,-4%
CC(=O)c1ccc(NC(=O)c2cccs2)cc1,-10%,-8%,-10%,14%,-2%[60.1 µM],19%,0%,-4%,?
COc1ccc(OC)c2[nH]c(=O)c(CCNS(=O)(=O)c3ccccc3)cc12,7%,-4%,-1%,65%,-3%,26%,1%,-41%[59 µM],-3%
CC(=O)Nc1ccc(C)cc1-c1nc2ccccc2n(CC(=O)c2ccc(C)c(C)c2)c1=O,·,-3%,-3%,13%,4%,-13%,1%,-8%[59 µM],-1%
COc1cccc(-c2nccc(N(C)Cc3ccco3)n2)c1,0%,·,·,·,-11%[60.1 µM],·,0%,5%[0.501 µM],·

# For convenience, part of the list above:
SMILES,APEX1 inh,Anesthetic bind,POLH inh,POLB inh,Pol kappa inh,POLI inh,BLM inh,G9a block,BAZ2B block
COc1ccc(S(=O)(=O)Nc2cc3c(C(C)=O)c(C)oc3c3ccccc23)cc1,-6%,-18%,-5%,-15%,0%,17%,-6%,-2%[12.7 µM],?
COc1cc2nc(SCc3ccc(F)cc3)n(Cc3cccs3)c(=N)c2cc1OC,-4%,-17%,-14%,20%,-5%,8%,-9%,21%[12.7 µM],?
COc1ccc(-c2cc(C(F)(F)F)n3nc(C(=O)Nc4ccccc4SC)cc3n2)cc1OC,·,-19%,-2%,21%,2%,47%[activator],1%,11%[59 µM],16%
COc1ccc(C(=S)NCS(=O)(=O)c2ccc(C)cc2)cc1,1%,?,-9%,17%,-23%,-9%,0%,8.9µM*,?

# (continued)
SMILES,APEX1 inh,Anesthetic bind,POLH inh,POLB inh,Pol kappa inh,POLI inh,BLM inh,G9a block,BAZ2B block
COC(=O)c1sc(OC)cc1OCc1ccc(C)cc1,-5%,-12%,-8%,1%,-19%,8%,-5%,-21%[59 µM],8%
CCc1ccc(N(CC(=O)Nc2ccccc2C(=O)N2CCOCC2)S(C)(=O)=O)cc1,-6%,-3%,-14%,21%,-3%,-3%,1%,11%[59 µM],6%
COc1cccc(OCc2nc3c4cnn(-c5ccccc5)c4ncn3n2)c1,5%,-16%,-8%,?,-9%,1%[58.9 µM],1%,3%[12.7 µM],1%
C/C(=N\N=C\c1ccccc1)c1nnn(-c2nonc2N)c1C,2%,-19%,-1%,21%,-9%,-13%,1%,4%[59 µM],0%
O=C(Nc1ccccn1)c1ccc2ccccc2c1O,-11%,-4%,-14%,-18%,-11%,213%[activator],-7%,32µM*,-20%
C[C@@]12CCc3occc3[C@H]1CC[C@]13CC(=O)[C@@H](CC[C@H]12)C3,-3%,3%,·,·,-1%[60.1 µM],·,0%,·,·
CCN(C(=O)COC(=O)CNS(=O)(=O)c1ccc2ccccc2c1)C1CCCCC1,-6%,·,-4%,·,-10%,41%[activator],·,?,-7%
O=S(=O)(c1ccc(Br)cc1)N1CCCC1c1nc2ccccc2s1 (stereo not drawn),3%,6%,-18%,-5%,-2%,-9%,-10%,-6%[59 µM],8%
COc1ccc(-c2nc(N)n(C(=O)c3cccs3)n2)cc1,6%,-5%,-1%,10%,0%,104%[activator],2%,-3%[59 µM],-9%
COc1ccc(-n2c(SC)nnc2-c2c[nH]c3ccccc23)cc1,-6%,-1%,-15%,33%,-2%,?,1%,8%,6%
COc1ccc(N2CCN(C(CNS(=O)(=O)c3ccc(C)cc3)c3ccccc3)CC2)cc1 (stereo not drawn),4%,·,-27%,·,-6%,-5%,·,·,·
Cc1ccc(N(C)C(=O)c2ccc(CNc3c(N4CCC(C)CC4)c(=O)c3=O)cc2)cc1,-2%,2%,-16%,0%,-1%,33%[activator],1%,19%,-14%
COc1ccc(CNC(=O)COC(=O)c2ccc(Br)c(S(=O)(=O)N3CCOCC3)c2)cc1,0%,·,-22%,·,-5%,39%,·,·,·
O=C(CCN1C(=O)/C(=C\c2ccc(F)cc2)SC1=S)Nc1ccccc1,83%,3%,-15%,6%,9%,82%[activator],-3%,2%,9%
CN(C)c1cccc(C(=O)NN2C(=O)NC3(CCCCC3)C2=O)c1,32%,·,-17%,·,-6%,6%,·,-3%[12.7 µM],-5%
O=C(NCC1CCCO1)c1ccc(COCC(F)(F)C(F)F)cc1 (stereo not drawn),2%,-4%,-7%,15%,-2%,17%,6%,?,-3%
Cc1cc(N)c(NC2=CC(=O)CC(C)(C)C2)cc1C,-17%,-10%,-10%,28%,-11%,?,-1%,-17%,5%
CCOC(=O)c1cccc(NC(=O)c2cc3c(=O)n(Cc4cccnc4)ccc3nc2C)c1,·,?,-20%,-3%,0%,25%,1%,9%[59 µM],2%
C[n+]1ccc(/C=C/c2ccc3ccccc3c2)cc1,-3%,733%[activator],·,·,-4%[19.4 µM],·,·,7.1µM*,·
COc1ccc(S(=O)(=O)N2CCOCC2)cc1NC(=O)c1cc(C)oc1C,8%,·,-7%,·,-5%,5%,·,?,?
CCOC(=O)C1(CC2CC2)CCN(S(=O)(=O)C[C@]23CC[C@H](CC2=O)C3(C)C)CC1,-2%,-17%,-13%,7%,5%,18%,-1%,·,-3%
CCN(CCCNC(=O)CN1C(=O)COc2ccc(S(=O)(=O)N3CCC(C)CC3)cc21)Cc1ccccc1,8%,-2%,-10%,19%,-12%,?,4%,14%,-7%[57.1 µM]
Cc1ccc(NC(=O)c2cc(-c3cccs3)nc3ccccc23)c(C)c1,·,-1%,-10%,1%,11%,24%,-2%,0%[59 µM],0%
COC(=O)C1CN(C(=O)COc2ccccc2)c2ccccc2O1 (stereo not drawn),32%,-2%,-16%,-22%,8%,16%,-6%,56%[activator],3%
S=c1[nH]nc(-c2ccc3ccccc3n2)n1-c1ccc2ncccc2c1,-9%,1%,-2%,?,-24%,-1%,-14%,2µM*,?
CN1CCCN(S(=O)(=O)c2ccc(Cl)c(Cl)c2)CC1,?,-4%,-12%,-2%,-2%,12%,0%,?,-18%
Cc1ccc(S(=O)(=O)N2CCN(C(=O)c3sccc3C)CC2)cc1,-1%,·,-8%,·,-11%,-7%,·,?,?
CN(CC(=O)Nc1ccc(F)cc1)C(=O)CCc1ccccc1,-6%,-2%,-16%,2%,2%,-2%,0%,12%,-5%
CN(C)N(C)C(=O)C(O)(c1ccccc1)c1ccccc1,2%,-4%,-12%,1%,7%,-22%,-2%,-3%,-2%
Cc1ccccc1-c1cc(N(C)C)ncn1,-5%,·,·,·,-2%[60.1 µM],·,2%,4%[0.501 µM],·
Fc1ccc(CSc2nnc(-c3ccncc3)o2)cc1,5%,-14%,-14%,9%,0%,33%[activator],-3%,?,1%
O=C(Nc1sc2c(c1C(=O)NCc1ccco1)CCCC2)c1ccc2c(c1)OCO2,?,-4%,-11%,13µM*,-29%,?,-17%,-41%[59 µM],-2%
CCOc1ccc(CCNC(=O)Cn2ncc3c(=O)oc4ccc(C)cc4c32)cc1,·,2%,-13%,26%,0%,26%,-1%,6%[59 µM],-9%
CCOC(=O)c1ccc(NS(=O)(=O)c2cc(-c3onc(C)c3C)ccc2C)cc1,·,-9%,7%,3%,0%,-3%,-4%,1%[59 µM],2%
NS(=O)(=O)c1ccc(NC(=S)N2CCN(Cc3ccc4c(c3)OCO4)CC2)cc1,1%,-6%,-14%,31%,-5%,-6%,-11%,-106%[59 µM],-37%
CC(=O)c1c(C)[nH]c(C(=O)OCc2cccc(Cl)c2)c1C,?,-15%,-2%,23%,-26%,127%[activator],-4%,-2%,-36%
CCC(=O)C1=C(c2cccc(OC)c2)N(C(=O)CC)n2c(nnc2C2CCCCC2)S1,·,70%[activator],-10%,-2%,-5%[60.1 µM],31%[activator],-5%,9%[59 µM],11%
Cc1cc(O)c(N)c(C)c1Cl,-4%,?,-19%,-8%,-9%,78%[activator],-9%,?,?
Cc1ccc(CN2CCC(NC(=O)c3ccccc3)CC2)cc1,6%,1%,1%,4%,7%,4%,-1%,7%[0.501 µM],-5%
C=CCn1c(=O)c2ccccc2n2c(=S)[nH]nc12,30%,-8%,-10%,-2%,12%[60.1 µM],?,-1%,7.9µM*,-10%
Cc1nc(N2CCCC2)c2c(C(=O)Nc3ccc(C)c(Cl)c3)c(C)oc2n1,·,?,-17%,6%,-1%,22%,1%,-6%[59 µM],7%[57.1 µM]
CCN(CC)c1ccc(/C=N/NC(=O)c2cc(C)nc3ccccc23)cc1,-6%,?,-19%,-1%,-17%,178%[activator],-9%,30%,?
COc1ccc(N2CCN(Cc3nc4c(c(=O)n(C)c(=O)n4C)n3CCc3ccccc3)CC2)cc1,2%,1%,1%,7%,-8%,0%,-1%,7.9µM*,-3%
CC1CCCN(CCCNC(=O)C2CCC(CNS(=O)(=O)c3cccc4nsnc34)CC2)C1 (stereo not drawn),32%,-15%,-9%,17%,4%,-17%,0%,-47%,-2%
CC(=O)N1Cc2ccccc2CC1C(=O)NCc1ccccc1F (stereo not drawn),17%[12.4 µM],1%,2%,6%,-3%,-17%,-1%,17%[59 µM],1%
